ALDH1A1 inh: qHTS Assay for Inhibitors of Aldehyde Dehydrogenase 1 (ALDH1A1); Purified ALDH1A1, NADH fluorescence, propionaldehyde substrate; Potency, µM (highest dose often 75.3 µM), for inactives: top-dose activity, negative = inhibition, hits mostly inhibitors; actives 7.3% (n = 220,000); active means well fitted inhibition curve with a large enough effect, not every such curve was filed as active; inconclusive means small, poorly fitted or top-dose-only effect, or another doubt; inactive means no such curve, though single readings can be large or run the other way;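 further: plate controls were no enzyme wells and a reference inhibitor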
Target sequence (P00352 whole entry, looked up): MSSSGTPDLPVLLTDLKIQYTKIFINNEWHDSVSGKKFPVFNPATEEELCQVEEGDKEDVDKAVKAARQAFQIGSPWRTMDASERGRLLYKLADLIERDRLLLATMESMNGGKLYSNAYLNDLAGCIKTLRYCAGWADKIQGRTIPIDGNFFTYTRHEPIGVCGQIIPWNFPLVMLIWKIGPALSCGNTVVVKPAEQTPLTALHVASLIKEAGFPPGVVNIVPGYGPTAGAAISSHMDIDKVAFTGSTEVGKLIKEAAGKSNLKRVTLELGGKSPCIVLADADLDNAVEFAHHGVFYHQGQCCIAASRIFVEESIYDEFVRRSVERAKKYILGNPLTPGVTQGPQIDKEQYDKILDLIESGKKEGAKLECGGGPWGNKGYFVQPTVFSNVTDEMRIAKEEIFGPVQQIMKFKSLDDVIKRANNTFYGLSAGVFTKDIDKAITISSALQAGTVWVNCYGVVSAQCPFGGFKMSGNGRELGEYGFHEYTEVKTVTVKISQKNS
JMJD2E inh: qHTS Assay for Inhibitors of Human Jumonji Domain Containing 2E (JMJD2E). JMJD2E catalytic domain, FDH-coupled NADH fluorescence (FDH is formaldehyde dehydrogenase). Potency, µM (series often up to 57.1 µM), without a hit: at the highest dose activity change, negative = inhibition, actives largely listed as inhibitors. actives 1.6% (n = 230,000); active means well fitted inhibition curve with a large enough effect, not every such curve was filed as active; inconclusive means small, poorly fitted or top-dose-only effect, or another doubt; inactive means no such curve, though single readings can be large or run the other way;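 further: 0% = wells with enzyme and -100% = buffer wells without enzyme; nearly all actives have a fitted effect of over 50% in size; many of its hits are not listed in these tables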
Target sequence (B2RXH2 1-337 limits assumed): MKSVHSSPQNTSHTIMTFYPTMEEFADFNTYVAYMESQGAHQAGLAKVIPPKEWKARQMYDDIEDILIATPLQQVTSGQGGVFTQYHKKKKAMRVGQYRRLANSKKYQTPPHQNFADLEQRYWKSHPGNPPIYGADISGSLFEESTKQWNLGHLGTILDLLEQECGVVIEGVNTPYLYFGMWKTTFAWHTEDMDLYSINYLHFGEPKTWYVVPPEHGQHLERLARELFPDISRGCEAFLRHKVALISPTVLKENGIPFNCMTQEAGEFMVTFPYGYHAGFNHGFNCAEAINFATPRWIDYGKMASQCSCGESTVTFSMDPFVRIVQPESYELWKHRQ
HTT ATP protect: qHTS Multiplex Assay to Identify Dual Action Probes in a Cell Model of Huntington: Cytoprotection (ATP) | Potency, µM (titrated, usually from 56.4 µM), for the others: cytoprotection (ATP increase), hits mostly activators | actives 0.14% (n = 230,000) | AID 1471, 2008 | PC12 HTT-Q103 induced, cytoprotection, ATP luminescence, 40 h;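 further: % of control where 0% means no effect; nearly all actives have a fitted effect of over 45% in size; toxic huntingtin expression switched on by the ecdysone agonist tebufenozide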
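Compounds were screened for protection of PC12 cells against cell death after tebufenozide induction (100 nM final) of mutant Huntingtin exon 1 (Q103) fused to GFP.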
Tau FP inhib: qHTS for Inhibitors of Tau Fibril Formation, Fluorescence Polarization; Potency, µM (titrated, usually from 57.7 µM), inactives show top-dose activity, negative = inhibition, actives largely listed as inhibitors; actives 0.39% (n = 280,000); Microtubule-associated protein tau (Homo sapiens), P10636; K18 P301L tau heparin fibrillization, Alexa594 FP, 6 h; further: on the % scale 0 is the no-effect control and ±100 the full control effect; nearly all actives have a fitted effect of over 55% in size
Target sequence (P10636 561-689 P618L limits assumed): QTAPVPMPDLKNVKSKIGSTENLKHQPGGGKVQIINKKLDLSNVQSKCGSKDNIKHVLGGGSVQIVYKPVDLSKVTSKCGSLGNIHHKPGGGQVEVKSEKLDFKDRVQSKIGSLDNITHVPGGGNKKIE
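Human tau K18 […] P301L fragment, 15 uM unlabeled plus 0.24 uM Alexa 594-labeled tau (final), with compound and 20 uM heparin in 100 mM sodium acetate pH 7; 6 hr at 37 C, then Alexa 594 FP read.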
Tau fluor cs: Counterscreen qHTS for Inhibitors of Tau Fibril Formation, Fluorescence Polarization | tau K18 P301L Alexa594 fluorescence, heparin fibrillization | actives 0.93% (n = 280,000) | Potency, µM (doses to about 57.7 µM), for inactives: top-dose activity change, negative = decrease; further: on the % scale 0 is the no-effect control and ±100 the full control effect; nearly all actives have a fitted effect of over 55% in size
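Human tau K18 P301L (15 uM unlabeled, 0.24 uM Alexa 594-labeled) in 100 mM sodium acetate pH 7 with 20 uM heparin, 6 hr at 37 C. ThT 30 uM added, 1 hr ambient; Alexa 594 FP and total fluorescence read at 555/632 nm.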
SMN2 splice enh: qHTS Assay for Enhancers of SMN2 Splice Variant Expression. HEK293 SMN2-luciferase splicing reporter, luminescence, 30-36 h. Potency, µM (highest dose often 46.1 µM), without a hit: at the highest dose activity change, positive = activation, usual class: activators. actives 2.8% (n = 210,000). AID 1458, 2008; further: % of control where 0% means no effect; nearly all actives have a fitted effect of over 55% in size
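qHTS luciferase splicing reporter: luminescence rises when SMN2 exon 7 is included in transfected HEK293 cells. Compound exposure lasted 30-36 h at 37C, with 4.5 mM final sodium butyrate as control, followed by a ONE-Glo read.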
HttQ103 aggreg: qHTS Multiplex Assay to Identify Dual Action Probes in a Cell Model of Huntington: Aggregate Formation (GFP) | PC12 HttQ103-GFP aggregates, Acumen cytometry, 40 h | Potency, µM (titrated, usually from 46.1 µM), for the others: top-dose activity change, negative = inhibition, most hits filed as inhibitors | actives 1.1% (n = 220,000); further: on the % scale 0 is the no-effect control and ±100 the full control effect; nearly all actives have a fitted effect of over 60% in size
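PC12/HTTQ103-GFP, ecdysone-inducible; teb 100 nM; cpd qHTS titration; GFP aggregates read on laser cytometer, Ex 488/Em 500-530 nm.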
Tau fibril ThT: qHTS for Inhibitors of Tau Fibril Formation, Thioflavin T Binding; Potency, µM (highest dose often 57.4 µM), without a hit: at the top dose activity, negative = inhibition, usual class: inhibitors; actives 2.1% (n = 270,000); recombinant tau K18 P301L, heparin-induced fibrillization, ThT fluorescence; Microtubule-associated protein tau (Homo sapiens), P10636; further: on the % scale 0 is the no-effect control and ±100 the full control effect; nearly all actives have a fitted effect of over 55% in size
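ThT emission at 510 nm, taken 1 hr after adding 30 uM dye, quantifies aggregates formed when 20 uM heparin acts on human tau K18 P301L for 6 hr at 37 C.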
Starred values were filed as active, the others as inactive; ? = inconclusive; · = no result given; & = joins results of further samples; ! = a repeat was not active; [ ] = remark or other dose. Unless noted, the call rests on the fitted dose curve; in most records, active means well fitted curve in the direction sought with a large enough effect; inconclusive means small, poorly fitted or top-dose-only effect, or another doubt; inactive means no such curve, though single readings can be large; an effect the other way counts as inactive or inconclusive. Potency means the concentration at half of the fitted maximal effect. This is a subset; count on the stated rates, not on these rows.

SMILES | ALDH1A1 inh | JMJD2E inh | HTT ATP protect | Tau FP inhib | Tau fluor cs | SMN2 splice enh | HttQ103 aggreg | Tau fibril ThT
CC1CN(C(=O)c2ccccc2C(=O)c2ncc[nH]2)CC(C)O1 (stereo unspecified) | 7.3% | 2.8% | -30.8% | 2.0% | 0.5% | -1.0% | 17.5% | -3.3%
C=CC[C@@H]1C=C[C@@H](O/N=C\[C@@H](NS(=O)(=O)c2ccc(C)cc2)[C@H](C)/C=C\CC(=O)OC)[C@@H](CO)O1 | ? | · | -23.2%[10 µM] | -6.6%[11.6 µM] | -3.3%[11.6 µM] | · | · | -1.0%[11.5 µM]
COc1ccc(Br)cc1/C=C/C(=O)Nc1c(C)cccc1C | 0.5% | -7.0% | 16.5% | 4.5% | -4.0% | -1.7% | -6.4% | 8.9%
Cc1ccc(NC(=O)/C(=C/c2cccc([N+](=O)[O-])c2)NC(=O)C2CCCCC2)c(C)c1 | 0.7% | 9.5% | -38.9%[inhibitor] | -1.2% | -14.6% | -8.4% | 6.7% | -2.8%
CCN(CC)c1ccc(/C=C2\C(=O)N(c3nnc(C)c(=O)[nH]3)N=C2C)cc1 | · | ? | 2.9%[10 µM] | ? | 5.7% | · | 10.6%[9.22 µM] | 7.94µM*
O=C(NCc1ccccc1)c1ccc(-c2ccccc2C(F)(F)F)o1 | 25.1µM*! | -1.7% | -147.4%[inhibitor] | 4.3%[81.3 µM] | -24.7%[81.3 µM] | -1.9% | ? | ?
N#CC1=C(N)N(c2ccc(F)cc2)C2=C(C1c1ccc(O)cc1)S(=O)(=O)CC2 (stereo unspecified) | 11.2µM* | 20µM* | -30.8%[inhibitor] | ? | ? | -30.8%[inhibitor] | -25.7% | 15.8µM*
CCSc1nnc(NC(=O)C2CCN(S(=O)(=O)c3c(C)c(C)cc(C)c3C)CC2)s1 | -6.5% | 1.4% | 6.3%[10 µM] | -6.7% | -2.9% | -4.0% | -16.2% | 0.4%
COc1ccc(O[C@H]2C=C[C@@H](c3ccccc3)O[C@H]2COC(=O)CC/C(C)=N\OC[C@@H](O)COCc2ccco2)cc1 | -15.1%[13.5 µM] | · | -41.7%[inhibitor][10 µM] | 2.0%[11.6 µM] | -8.7%[11.6 µM] | · | · | -6.3%[11.5 µM]
CCOc1ccc(OCC)c(NC(=O)CNS(=O)(=O)c2cccs2)c1 | -6.3% | 4.2% | 6.3% | 6.4% | -14.9% | -13.5% | 9.8% | -9.9%
Cc1ccc2c(c1)C=CC(C)(C)S2(=O)=O | 2.1% | -1.2% | -2.7%[10 µM] | -4.4% | 8.7% | 21.1% | -12.5% | 7.3%
COc1ccccc1CNC(=O)CN(C)c1nn2c(=O)cc(C)nc2s1 | · | · | · | -9.6% | -5.6% | -0.6% | · | 3.3%
CC[C@H]1C(c2cccc(Cl)c2)=NN(c2ccccc2)[C@@H]1CO | ? | · | -330.0%[inhibitor] | 11.3%[81.3 µM] | 14.1µM*[quencher] | · | · | ?
CCCNC(=O)c1nnsc1S(=O)(=O)c1ccc(Cl)cc1 | 20µM* | 1.6% | -143.7%[inhibitor] | -9.0% | 1.9% | -8.8% | ? | ?
CC(C)C(=O)Nc1cccc(NC(=O)c2cccnc2)c1 | 7.4% | -5.2% | -3.2%[0.074 µM] | -4.4% | -0.3% | -0.9% | ? | 2.2%

Among those listed so far, 2 have fluorine:
SMILES | ALDH1A1 inh | JMJD2E inh | HTT ATP protect | Tau FP inhib | Tau fluor cs | SMN2 splice enh | HttQ103 aggreg | Tau fibril ThT
O=C(NCc1ccccc1)c1ccc(-c2ccccc2C(F)(F)F)o1 | 25.1µM*! | -1.7% | -147.4%[inhibitor] | 4.3%[81.3 µM] | -24.7%[81.3 µM] | -1.9% | ? | ?
N#CC1=C(N)N(c2ccc(F)cc2)C2=C(C1c1ccc(O)cc1)S(=O)(=O)CC2 (stereo unspecified) | 11.2µM* | 20µM* | -30.8%[inhibitor] | ? | ? | -30.8%[inhibitor] | -25.7% | 15.8µM*

Next part.
SMILES | ALDH1A1 inh | JMJD2E inh | HTT ATP protect | Tau FP inhib | Tau fluor cs | SMN2 splice enh | HttQ103 aggreg | Tau fibril ThT
Nc1nc2ccccc2n1CCN1CCCC1 | 8.1% | 6.9% | 20.0% | 2.7% | -2.7% | 28.4% | -13.9% | -2.1%
COc1ccc(NC(=S)N2CCC(C(=O)N3CCCCCC3)CC2)cc1 | 14.1µM* | 5.2% | -17.6% | -4.0% | -1.2% | -5.3% | -2.0% | 1.2%
CCOC(=O)c1cc(C#N)c(N2CCN(C(=O)c3cccc(C(F)(F)F)c3)CC2)nc1C(F)(F)F | ? | ? | -15.1%[10 µM] | 9.8% | -8.2% | · | -10.4%[9.22 µM] | -12.4%
O=C(CSc1ccsc1[N+](=O)[O-])Nc1cc(F)ccc1F | ? | 6.9% | 0.4%[10 µM] | 14.0% | 5.7% | 6.3% | 29.7% | 1.0%
COc1ccc(-c2ccnc3c(-c4ccc(F)cc4)c(C)nn23)cc1OC | · | · | · | -16.2% | -20.7% | -2.5% | · | ?
Cc1noc(NC(=O)c2ccc(Cl)c(Cl)c2)c1Cl | 1.8% | 8.2% | -29.2% | -8.0% | -14.2% | -14.8% | 24.9% | -7.7%
Cc1ccc(N(CC(=O)Nc2cc(C)cc(C)c2)S(=O)(=O)c2cccc3nonc23)cc1 | 2.4% | -0.9% | -4.7% | -4.5%&10.0% | ? | ? | 8.3% | -9.0%&-9.2%
CCn1cc(C(=O)NP(=O)(Nc2ccc(C)cc2)Nc2ccc(C)cc2)c2ccccc21 | 7.7% | 4.8% | -0.5%[10 µM] | -5.4% | 1.5% | · | -15.0%[9.22 µM] | 8.1%
CC1CCC(C(=O)NC(C(=O)NCc2ccccn2)C(C)C)CC1 (stereo unspecified) | 11.2% | 11.6% | 7.4% | 3.3% | -12.4% | 7.0% | -7.3% | -11.6%
CCCC(=O)N(c1ccc2oc3c(c2c1)CCCC3)S(=O)(=O)c1cc(C)ccc1C | · | · | · | -8.2% | -20.2% | -0.8% | · | ?
CCn1c(SCC(=O)c2ccccc2)nnc1-c1cnccn1 | -7.9% | -0.8% | 4.6% | -1.3% | 14.8% | ? | -10.7% | -4.3%
O=C(Nc1ccc2ccccc2c1)Nc1ccc2snnc2c1 | ? | -10.6% | -117.9%[inhibitor] | 11.2µM* | 4.47µM*[quencher] | -18.5% | ? | ?
COC(=O)CN1CCN(C(=O)c2ccc(F)cc2)c2ccccc2C1 | 2.6% | 1.1% | -20.1% | 7.7% | -1.9% | 11.8% | 1.8% | -0.3%
O=C(CSc1nnc(Cc2cccs2)n1Cc1ccco1)Nc1ccc(Br)cc1 | 20µM* | -12.7% | -7.4% | 7.1% | -23.6% | 17.8% | -13.1% | ?
Cc1ccc(S(=O)(=O)N(CC(=O)N2CCN(c3ccccc3F)CC2)C2CCCCC2)cc1 | ? | 7.2% | -12.9% | 6.6% | -7.8% | -13.2% | ? | -16.2%
COc1ccc(C=NCCC2(O)CC(C)N(C)CC2C)cc1 (stereo unspecified) | -8.7% | 5.6% | 7.2%[10 µM] | 6.3% | -0.6% | -4.9% | -4.3% | -0.2%
Cc1cc([N+](=O)[O-])nn1CC(=O)N1CCN(Cc2ccccc2)CC1 | ? | 4.4% | -20.3% | -2.3% | 0.3% | -13.5% | -12.7% | -2.3%
Cn1c(=O)[nH]c(=O)c2c1nc(NCCc1ccccc1)n2CC(O)COc1ccccc1 (stereo unspecified) | 1.2% | 7.3% | -12.4%[0.074 µM] | -0.8% | -14.7% | 14.6% | -9.7% | -5.8%
Cc1c(NC(=S)N/N=C/c2ccc(Br)cc2)c(=O)n(-c2ccccc2)n1C | · | 1.5% | 17.6%[10 µM] | -3.5% | 2.0% | · | 3.2%[9.22 µM] | ·
CCCNCC1C(Oc2ccc(Cl)cc2Cl)C(=O)N1c1cccc(C)c1C (stereo unspecified) | ? | 0.6% | -22.3% | 5.8% | -19.4% | -22.0% | ? | ?
Cc1ccc(/C=N/NC(=O)C2CC(=O)N(c3ccccc3)C2)s1 (stereo unspecified) | 3.8% | 4.2% | -89.9%[inhibitor][10 µM] | -1.3% | -9.8% | 15.1% | ? | -10.0%
Cc1noc(C)c1COC(=O)CCc1nc2ccccc2s1 | -4.7% | 2.4% | -1.6% | 1.9% | 3.9% | -14.2% | -20.7% | 0.3%
CC1CCN(S(=O)(=O)c2ccc(S(=O)(=O)NCc3ccccc3)cc2)CC1 | 16.3% | -11.9% | -12.1% | -1.2% | -3.2% | ? | 27.8% | -7.4%
Cn1c(=O)c2c(n(C)c1=O)=NC1(CCCCC1)ON=2 | -16.7% | 2.3% | -29.8%[10 µM] | -0.7% | -2.9% | ? | 8.0% | -10.9%
Cc1ccc(-n2cc(CN(C)Cc3nccn3C)c(-c3ccc(F)cc3)n2)cc1 | -4.0% | ? | -6.8%[10 µM] | 1.8% | -11.9% | · | -24.2%[9.22 µM] | ?
COc1ccc(S(=O)(=O)NCc2csc(-c3cccnc3)n2)cc1 | 5.4% | ? | -1.4%[10 µM] | -11.2% | -2.1% | 6.1% | -9.8% | -17.4%
Cc1cc(C)c(S(=O)(=O)NCc2ccc3c(c2)cc(C)n3C)c(C)c1 | ? | -3.8% | 0.5%[10 µM] | -4.6% | -22.7% | -0.5% | -3.6% | ?
Cc1ccc([N+](=O)[O-])cc1NC(=O)c1ccccc1 | 3.1% | -2.6% | -29.9% | -0.5% | 3.6% | -3.0% | 5.7% | 0.6%
COc1ccccc1N=Nc1c(C)noc1C | 4.7% | -6.0% | 6.8%[10 µM] | 0.0% | -8.2% | · | -2.8%[9.22 µM] | ?
Cc1cc(C(F)(F)F)c(C#N)c(SCC(=O)NC2CC2)n1 | 10.4% | -3.2% | 1.1% | 6.8% | -5.1% | -11.0% | -13.5% | -7.7%
COc1ccccc1CNCCSc1nnnn1C | · | · | · | -0.2% | -8.1% | -1.1% | · | -7.6%

Screening data (PubChem BioAssay)
